Compound activity: PubChem BioAssay, several laboratories
MsrA inh: inhibits bovine methionine sulfoxide reductase A. AID 651718. inhibition, % at 15.5 µM. purified bovine MsrA, absorbance read-out. hit rate 0.75% among 360,000; in the data active = inhibition above about 4.5%;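 also: 0% = vehicle wells with enzyme and 100% = reference inhibitor wells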
MT1-MMP act inh: blocks activation of human MT1-MMP; HT1080 RFP-PRO-GFP cells, GFP/RFP ratio fluorescence, overnight; percent of plate control window, DMSO zero; AID 651647; P50281; hit rate 0.061% among 360,000; GFP/RFP ratio change, % at 20 µM;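 active = GFP/RFP ratio change of at least 30% with cell ATP level not reduced by more than half and red fluorescence within 50% of control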; also: strong numbers were not always called active
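Assay system: HT1080 RFP-PRO-GFP cells. Benchmarks: DMSO vehicle wells and RFP-L50D-GFP reporter cell wells. Times: overnight cell settling, then overnight compound exposure, 37 °C, 5% CO2. Compound: 20 µM single dose, 1% DMSO. Read-out basis: GFP/RFP fluorescence ratio.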
CendR NRP1 mod: NRP-1/CendR interaction modulation. O14786. hit rate 0.85% among 360,000. FAM-RPARPAR peptide binding to NRP-1, fluorescence polarization. AID 602438. inhibition, % at 25 µM;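 active = inhibition or corrected inhibition above about 18%, plus a signal ratio from 0.5 to 1.5, limit read from the data, passing the limit was not always enough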; also: strong numbers were not always called active
Target sequence (O14786 whole entry, looked up): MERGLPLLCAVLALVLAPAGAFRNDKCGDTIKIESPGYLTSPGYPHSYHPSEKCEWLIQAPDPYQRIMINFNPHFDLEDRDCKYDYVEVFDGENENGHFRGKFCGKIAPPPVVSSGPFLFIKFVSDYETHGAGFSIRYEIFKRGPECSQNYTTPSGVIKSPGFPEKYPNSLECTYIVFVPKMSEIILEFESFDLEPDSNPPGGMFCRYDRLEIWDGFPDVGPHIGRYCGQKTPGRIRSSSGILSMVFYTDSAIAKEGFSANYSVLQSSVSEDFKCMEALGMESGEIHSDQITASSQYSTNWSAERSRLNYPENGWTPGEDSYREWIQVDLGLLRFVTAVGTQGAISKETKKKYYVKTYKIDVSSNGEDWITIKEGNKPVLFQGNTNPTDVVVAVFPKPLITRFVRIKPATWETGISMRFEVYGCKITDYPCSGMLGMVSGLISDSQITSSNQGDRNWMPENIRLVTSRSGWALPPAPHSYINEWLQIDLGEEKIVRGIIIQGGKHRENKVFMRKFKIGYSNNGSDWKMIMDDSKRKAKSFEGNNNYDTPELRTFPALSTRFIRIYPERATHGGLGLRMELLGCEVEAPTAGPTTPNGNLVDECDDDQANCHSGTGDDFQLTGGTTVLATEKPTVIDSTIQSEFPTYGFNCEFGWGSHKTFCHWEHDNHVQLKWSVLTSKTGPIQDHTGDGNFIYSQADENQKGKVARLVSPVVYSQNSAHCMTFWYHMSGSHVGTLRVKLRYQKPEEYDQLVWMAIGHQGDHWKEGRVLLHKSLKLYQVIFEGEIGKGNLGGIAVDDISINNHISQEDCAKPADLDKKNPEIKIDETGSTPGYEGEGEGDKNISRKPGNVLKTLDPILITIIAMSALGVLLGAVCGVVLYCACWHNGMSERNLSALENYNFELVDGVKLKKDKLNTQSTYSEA
SKN-1 inh: blocks SKN-1 activity in C. elegans; C. elegans VP596 Pgst-4::GFP/RFP ratio, acrylamide-induced, 24 h; hit rate 0.49% among 360,000; AID 624304; inhibition, % at 21.8 µM;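 active = interference check ratio from 0.5 to 1.5 plus GFP to RFP signal ratio inhibition reaching or exceeding a fixed threshold, cut at about 30% in these data, passing the limit was not always enough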; also: some compounds called inactive have numbers as strong as hits
TbMetRS inhib: blocks T. brucei methionyl-tRNA synthetase activity; hit rate 0.4% among 360,000; purified T. brucei MetRS, ATP depletion, Kinase-Glo luminescence; AID 624268; inhibition, % at 11.9 µM;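 active = inhibition above a per-plate cutoff of the control wells' mean inhibition plus 3 SD, cut at about 5.5% in these data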;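 also: 0% = DMSO wells median and 100% = median of wells with control inhibitor compound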
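Material: T. brucei methionyl-tRNA synthetase, purified; reagent: substrates ATP, L-methionine and bulk Escherichia coli tRNA; dosing: 11.9 µM single point; timing: 15 min plus 2 h at 25 °C; detection: luminescence of leftover ATP; evaluation: % inhibition; control set: DMSO-only wells as low control; replicates: singlicate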
eLon inh: inhibitors of E. coli Lon protease. P0A9M0. purified E. coli Lon protease, fluorescence polarization. inhibition, % at 7.94 µM. hit rate 0.42% among 360,000. AID 602123; in the data active = inhibition above about 13%, passing the limit was not always enough;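 also: 0% = enzyme with probe and DMSO and 100% = no enzyme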
FAS-TE inh: inhibitors of human fatty acid synthase thioesterase domain; inhibition, % at 15 µM; hit rate 0.67% among 360,000; recombinant FAS-TE, OMFH fluorogenic substrate, fluorescence endpoint; P49327;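 active = compounds whose normalised, plate-corrected inhibition of enzyme fluorescence in the single-dose primary screen is 50% or more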;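 also: 0% = DMSO with enzyme and 100% = substrate without enzyme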
MLLE-PAM2 inh: blocks PAM2 peptide binding to the PABP1 MLLE domain. P11940. GST-MLLE / FITC-PAM2 fluorescence polarization. inhibition, % at 20 µM. hit rate 0.36% among 360,000; in the data active = inhibition above about 35%, passing the limit was not always enough;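 also: plate controls were DMSO wells with GST-MLLE for no effect and wells lacking GST-MLLE protein for full effect; some results filed as inactive read as strong as hits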
MsrA act: activators of bovine methionine sulfoxide reductase A | hit rate 0.3% among 360,000 | AID 602163 | purified bovine MsrA, absorbance read-out | activation, % at 10.6 µM; in the data active = activation above about 7.5%;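 also: 0% = vehicle and 100% = reference activator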
* hit, by the source's call; . = no result given.

SMILES	MsrA inh	MT1-MMP act inh	CendR NRP1 mod	SKN-1 inh	TbMetRS inhib	eLon inh	FAS-TE inh	MLLE-PAM2 inh	MsrA act
C[C@@H]1CN([C@@H](C)CO)S(=O)(=O)c2ccc(C#Cc3cccc(F)c3)cc2O[C@H]1CN(C)S(=O)(=O)c1cn(C)cn1	-1.1	1	3	1	0.3	-1	4	-10	-2
O=C(Oc1ccccc1C(=S)N1CCOCC1)c1ccc([N+](=O)[O-])cc1[N+](=O)[O-]	0.4	-2	5	-4	0.0	0	-11	-15	3
COc1cc2cc(C(=O)N3CCN(c4ccccc4OC)CC3)[nH]c2cc1OC	1.9	-1	5	-5	-0.8	-9	-2	0	2
O=C(C[n+]1ccc2ccccc2c1)Nc1cc(C(F)(F)F)ccc1Cl	-1.9	-8	-16	-9	-0.1	-5	-7	-19	-4
CC(C)CNc1nc(N)c([N+](=O)[O-])c(NCC2CCCO2)n1 (stereo not drawn)	0.4	9	-4	6	-0.1	0	-9	2	-1
CN(Cc1ccccc1)C(=O)c1[nH]cnc1C(=O)NCC(=O)OCc1ccccc1	2.6	-2	8	0	0.1	9	-2	-9	-3
CC(NC(=O)CCCN1C(=O)c2ccccc2C1=O)c1ccc2c(c1)CCCC2 (stereo not drawn)	-0.7	4	7	4	-0.5	-7	1	2	1
CCOc1ccc(C(=O)/C=C/c2ccccc2C(F)(F)F)cc1	2.0	7	1	-5	-0.8	-12	16	7	-1
CN(Cc1c(F)cccc1Cl)C(=O)COC(=O)Cn1cnc2ccccc2c1=O	-0.5	1	7	0	-0.3	6	-2	-1	1
CCN(CC(=O)NCc1ccc(F)cc1)CC(=O)Nc1ccc(Br)cc1F	0.0	2	2	-4	-0.5	22*	-3	4	-7
COC(=O)[C@@]1(Cc2ccc(OC)cc2)[C@H]2c3cc(C(=O)N4CCCC4)n(Cc4ccc(Cl)c(C(F)(F)F)c4)c3C[C@H]2CN1C(=O)c1ccccc1	-0.1	-44	-19	6	-0.8	-11	29	.	-2
CC(C)CN1CCN(Cc2cccc3cccnc23)CC1CCO (stereo not drawn)	-1.2	-3	0	-2	-1.3	3	-2	3	-4
Cc1cc(S(=O)(=O)Nc2ccc(C(=O)NCC(C)(C)N3CCOCC3)cc2)ccc1F	-1.1	-1	7	20	-0.7	-6	-7	-10	-4
CC(C)C(=O)N1CCN(c2ccccc2NC(=O)COc2ccccc2)CC1	-0.9	0	4	1	-1.1	7	5	-14	-10
Cc1ccc(S(=O)(=O)NCCC(=O)NCc2ccc3c(c2)OCO3)cc1C	0.7	-4	13	-13	0.1	0	-2	-24	1
Nc1c(OS(=O)(=O)c2ccccc2)cccc1OS(=O)(=O)c1ccccc1	1.9	0	0	-3	-0.6	1	24	-14	-11
CSc1ccc(S(=O)(=O)NCC(=O)OCCOc2ccccc2)cc1[N+](=O)[O-]	-0.2	-3	11	16	-0.4	-2	28	-13	-3
Cc1ccc(N2CC(C(=O)O)CC2=O)cc1 (stereo not drawn)	-0.4	4	3	9	-0.9	2	-3	24	-2
O=C(NC(=S)N1CCCC1)c1ccc(Cl)cc1Cl	-1.7	3	12	-17	-0.2	-6	-5	16	-2
O=[N+]([O-])c1cnc2ccccc2c1	0.1	1	2	2	-0.6	2	0	10	-8
Cc1ccccc1Cn1nnc(C(=O)Nc2cccc(C)c2C)c1N	0.0	-1	1	-1	-0.8	0	6	4	-2
O=C(Oc1ccc(OC(=O)N2CCOCC2)cc1)c1ccccc1	-2.1	-1	-3	-5	-0.2	2	-3	12	-6
O=C(Nc1ncn[nH]1)c1cc([N+](=O)[O-])ccc1Cl	-0.8	2	9	3	0.5	-1	-8	-8	-3
C[C@@H]1CN([C@@H](C)CO)C(=O)CCCn2nncc2CO[C@H]1CN(C)C(=O)c1ccc2ccn(C)c2c1	0.1	4	1	10	0.5	-3	-8	-1	-5
Cc1ccc2nc(NC(=O)c3cccs3)sc2c1	1.0	-6	10	7	-1.9	-6	-8	9	-4
CCOC(=O)c1oc2ccc(S(=O)(=O)N3CCC(C)CC3)cc2c1C	.	-2	7	8	-0.5	1	4	3	-3
COc1ccc(C[C@@H]2CN3C(=NC[C@@H]3C)N2CCNC(=O)c2ccc(C)c(Br)c2)cc1	-0.8	4	-2	-17	-0.3	-2	-5	2	0
Cc1sc2ncnc(SCC(=O)Nc3nc(-c4ccc(F)c(F)c4)cs3)c2c1C	1.1	-4	9	1	-1.2	-1	-1	-18	-7
CCOC(=O)C(C(=O)OCC)N(C#N)c1nc(N(C)C)nc(N(C)C)n1	-0.2	-1	9	-5	0.2	-15	-4	-5	-4
Cc1cc(N2CCC(C(N)=O)CC2)nc(-c2ccccc2)n1	0.3	1	5	14	-1.1	-6	-4	-5	-3
CCOc1ccc(CN(C)C(=O)Cc2c[nH]c3ccccc23)cc1	-0.6	1	-4	-10	-1.0	2	-1	0	-3
CCOC(=O)C1CCN(Cc2cc(Cl)c3ccccc3c2O)CC1	.	-5	1	-5	0.1	4	13	10	-5
O=C(Nc1ccncc1)C1CCCN(S(=O)(=O)c2cccc3cccnc23)C1 (stereo not drawn)	-0.3	-4	1	3	0.1	-9	-5	-12	1
NS(=O)(=O)c1ccc(NC(=O)CSc2ccccc2)cc1	-0.6	0	3	1	-0.4	-11	-1	11	-2
CSc1nnc(Nc2ccccc2C)s1	-0.2	-2	-4	-15	-0.6	-2	-9	-27	-3
O=C(CSc1ccc(-c2ccco2)nn1)Nc1ccccc1F	-0.1	1	-2	-1	0.3	1	1	8	-2
CCOC(=O)CN1C(=O)C(=O)N(Cc2ccccc2)C1=O	-0.3	9	0	6	0.0	0	-3	4	-1
Cc1ccccc1NC(C)C(=O)N/N=C/c1c[nH]c2ccccc12 (stereo not drawn)	2.6	-9	3	1	-0.3	-2	3	-3	-8
CCSc1nc2ccccc2c(=O)n1OCC(=O)OC	0.5	1	0	5	-0.1	-5	-6	0	-2
C[C@]12CCC(=O)CC1=CCC1C3CC=C(C#N)[C@@]3(C)CC[C@@]12O (stereo partly drawn)	-0.7	2	5	11	-1.3	-1	-5	1	-8
COC(=O)C1=CN(c2ccc(OC)cc2OC)C(N)=C(C#N)C1c1ccccc1F (stereo not drawn)	-0.4	-2	2	-6	-0.1	.	.	.	.
CC(C)C(=O)c1cc2c(cc1NC(=O)c1cccs1)OCCO2	0.5	-7	6	12	0.3	-4	28	-7	0
O=Nc1c(O)n(Cc2cccc(C(F)(F)F)c2)c2ccccc12	-0.1	-5	11	-4	-0.7	-8	-168	10	-4
CN1CCN(C(=O)/C(=C/c2ccc([N+](=O)[O-])cc2)NC(=O)c2ccccc2)CC1	1.7	4	0	1	-0.2	1	1	2	-3
COc1cc2c(cc1NC(=O)c1cccc([N+](=O)[O-])c1)oc1ccccc12	-0.2	3	2	1	-1.2	-8	-11	12	-4
CC(=O)c1ccc(N2CCN(c3ccc(C(F)(F)F)cn3)CC2)cc1	1.0	1	0	8	-0.2	-3	0	8	-3
O=C(CNC(=O)Cc1ccccc1)NCc1cccc(C(F)(F)F)c1	-1.1	3	9	11	-0.1	4	-1	-7	-2
O=C(CNC(=O)c1ccco1)Nc1cc(Cl)ccc1N1CCOCC1	-1.0	1	0	2	-0.5	-3	-4	2	0
CC(Oc1ccc(Br)cc1)C(=O)N1CCc2ccccc21 (stereo not drawn)	1.0	-1	14	7	-0.2	2	21	15	0
Cc1ccc(NC(=O)c2noc3c2CCCCC3)cc1C	1.0	5	5	12	-0.8	-8	-4	18	-6

New compounds follow:
SMILES	MsrA inh	MT1-MMP act inh	CendR NRP1 mod	SKN-1 inh	TbMetRS inhib	eLon inh	FAS-TE inh	MLLE-PAM2 inh	MsrA act
O=C(Cc1ccc(S(=O)(=O)N2CCCC2)s1)Nc1cccc([N+](=O)[O-])c1	0.2	2	-16	11	0.3	-10	29	2	1
Cc1ccc2c(c1C)NC(=O)C21N2CCCC2C(C(=O)c2ccc3ccccc3c2)C12C(=O)Nc1ccccc12 (stereo not drawn)	1.1	-11	10	0	-0.8	8	2	-5	0
Cc1ccc2cc(CCNC(=O)C(C)C)c(=O)[nH]c2c1	1.6	2	-2	-20	-0.5	-9	-9	9	-2
Cc1ccc2c(c1)CCCN2C(=O)c1ccco1	-0.3	-1	-10	3	-0.8	5	-4	-6	-2
Cc1ccc(-c2ocnc2C(=O)N2CCN(C(=O)c3cccs3)CC2)cc1	0.1	0	8	-9	-0.3	5	1	-9	-2
Cc1cc(C)nc(N(C#N)Cc2ccccc2Cl)n1	0.0	4	-4	-17	-0.7	-2	3	5	0
C=CC[C@@H](CC(=O)OC(C)(C)C)C(=O)OC[C@@H]1CCCN1C(=O)[C@@H](CC=C)CC(=O)N(CCO)Cc1ccccc1	-1.2	-5	19	-4	-0.5	4	18	5	-1
CCN(C(=O)COC(=O)CNC(=O)c1ccc2ccccc2c1)c1c(N)n(Cc2ccccc2)c(=O)[nH]c1=O	-0.3	-1	4	-6	-0.4	-1	-7	10	-2
CC(C)(C)N1CC(C(=O)Nc2ccc(S(=O)(=O)N3CCCCC3)cc2)CC1=O (stereo not drawn)	-0.6	-2	8	1	-0.3	5	-4	-10	-6
O=C(O)c1cccc(N/N=C/c2cn(-c3ccccc3)nc2-c2cccs2)c1	13*	0	-30	4	-0.4	1	14	-2	-3
O=C1/C(=C/c2cccs2)SC(=S)N1c1ccccc1	-0.8	2	16	15	-0.7	1	-6	-3	1
CCCCc1nc2ccccc2c(C(=O)O)c1C	-0.3	-3	-12	-16	-0.5	-8	-7	18	-2
COc1ccc(OCCNC(=O)c2ccc(C)cc2)cc1	0.1	4	-2	8	0.0	-5	-2	-4	-3
CC(C)n1nc(C(=O)Nc2cccc(S(=O)(=O)N3CCCCC3)c2)c2ccccc2c1=O	-0.1	-4	18	-2	-0.1	8	23	-1	-3
COc1ccc(C(CNC(=O)c2ccc(S(=O)(=O)N3CCCC3)cc2)N2CCOCC2)cc1 (stereo not drawn)	1.6	-2	3	-3	0.2	-3	-2	3	-3
CCOC(=O)c1cc2c(=O)n3cccc(C)c3nc2n(Cc2ccco2)c1=NC(=O)c1ccc(C)cc1	.	3	11	-1	-0.1	-3	-6	-11	-1
CC(=O)Nc1ccc(C(=O)N2CCc3cc4c(cc3C2C)OCCCO4)cc1 (stereo not drawn)	-0.1	6	1	-1	-1.5	-4	-3	-9	-3
CCOc1ccc(S(=O)(=O)N2CCCC(C(=O)N3CCN(CC)CC3)C2)cc1Cl (stereo not drawn)	0.6	3	2	-8	-0.4	8	-4	-7	-4
COc1ccc(CNC(=O)c2ccc(CS(=O)(=O)c3ccc(C)cc3)o2)cc1	0.2	4	-6	-4	-0.1	4	-2	1	1
C[C@@H]1CN([C@H](C)CO)C(=O)CCCn2nncc2CO[C@H]1CN(C)Cc1ccccc1C(F)(F)F	-0.9	-5	4	25	-1.2	-5	-7	7	-2

Part of the list above, as a markdown table.
| SMILES | MsrA inh | MT1-MMP act inh | CendR NRP1 mod | SKN-1 inh | TbMetRS inhib | eLon inh | FAS-TE inh | MLLE-PAM2 inh | MsrA act |
| --- | --- | --- | --- | --- | --- | --- | --- | --- | --- |
| CC(Oc1ccc(Br)cc1)C(=O)N1CCc2ccccc21 (stereo not drawn) | 1.0 | -1 | 14 | 7 | -0.2 | 2 | 21 | 15 | 0 |
| Cc1ccc(NC(=O)c2noc3c2CCCCC3)cc1C | 1.0 | 5 | 5 | 12 | -0.8 | -8 | -4 | 18 | -6 |
